# Screening data deposited in PubChem BioAssay by several laboratories.
# eIF4E 4G PPI: eIF4E–eIF4G protein interaction inhibitors, primary screen, biochemical, uHTS, TR-FRET, eIF4GI fragment; inhibition, % at 21.7 µM; TR-FRET eIF4E-eIF4GI(517-606) binding, 2 h; Eukaryotic translation initiation factor 4E (Mus musculus) + Eukaryotic translation …; 0.37% of 220,000 active;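 active = inhibition above about 30%, limit read from the data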;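 also: 0% = full FRET control wells and 100% = background wells lacking eIF4GI fragment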
# Ba/F3 V617F tox: reduced viability of JAK2V617F-dependent Ba/F3 cells, primary screen, JAK2V617F inhibitor project, cell-based, Ba/F3 EpoR-JAK2V617F, luminescence; 1.1% of 220,000 active; inhibition, % at 5.6 µM; ATP luminescence; AID 1446, 2008;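 active = inhibition above the campaign mean plus 3 SD over all tested compounds, cut at about 24% in these data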;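 also: cytokine-independent growth of Ba/F3 cells driven by EpoR plus mutant JAK2; 0% = DMSO-treated cells and 100% = JAK inhibitor I control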
# Wee1 stabilizer: Wee1 degradation inhibitors, primary screen, cell-based, HeLa, Wee1K328M-luciferase, luminescence | reporter increase, % at 5 µM | HeLa Luc-Wee1K328M stability; 100% = proteasome inhibitor MG132 effect | 1.2% of 220,000 active | AID 1321, 2008;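 active = activation above the mean of all tested compounds plus 3 SD, set per screening run, cut at about 8.8% in these data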;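 also: cells exposed to compound for 20 h before luminescence read; 0% = DMSO alone and 100% = MG132 at 30 µM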
# BaF3 tox: parental Ba/F3 cell viability inhibition, counter-screen for JAK2V617F inhibitor project, murine pro-B, CellTiter-Glo luminescence; CellTiter-Glo ATP luminescence; inhibition, % at 5.6 µM; 1.1% of 220,000 active;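 active = inhibition above a per-campaign cutoff, the mean inhibition of all tested compounds plus 3 SD, cut at about 27% in these data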;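 also: 0% = DMSO wells and 100% = JAK Inhibitor I control wells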
# S1P4 antagonist: S1P4 receptor antagonists, primary screen, cell-based | Sphingosine 1-phosphate receptor 4 (Homo sapiens), O95977 | S1P4-expressing cells, antagonist mode, reporter read-out | 0.26% of 220,000 active | inhibition, % at 4.98 µM; in the data active = inhibition above about 29%;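 also: 0% = wells stimulated with agonist and 100% = vehicle wells without agonist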
# Target sequence (O95977 whole entry, looked up): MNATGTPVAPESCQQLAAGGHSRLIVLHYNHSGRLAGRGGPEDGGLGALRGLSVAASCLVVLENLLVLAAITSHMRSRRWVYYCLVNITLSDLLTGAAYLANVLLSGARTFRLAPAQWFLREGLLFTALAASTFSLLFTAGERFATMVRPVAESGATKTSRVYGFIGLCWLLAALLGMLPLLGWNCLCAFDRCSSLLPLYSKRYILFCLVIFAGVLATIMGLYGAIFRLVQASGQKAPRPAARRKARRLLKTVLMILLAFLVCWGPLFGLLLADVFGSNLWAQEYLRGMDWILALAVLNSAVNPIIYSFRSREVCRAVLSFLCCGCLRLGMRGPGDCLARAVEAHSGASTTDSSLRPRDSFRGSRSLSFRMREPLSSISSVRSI
# PERK inh: block of dimerizer-induced PERK translation repression, primary screen, PERK inhibitor project, CHO PERK-DD cells, SEAP luminescence, HTS | 0.17% of 220,000 active | inhibition, % at 5.6 µM | Eukaryotic translation initiation factor 2-alpha kinase 3 (Homo sapiens), Q9NZJ5 | CHO PERK-DD fusion, SEAP luminescence translation reporter;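 active = inhibition above the mean inhibition of all tested compounds plus 3 SD, set separately per screening campaign, cut at about 2.9% in these data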;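 also: PERK kinase domain activated by AP20187 dimerizer at 100 nM; 0% = DMSO with dimerizer and 100% = rapamycin at 8.4 µM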
# S1P4 agonist: S1P4 receptor agonists, primary screen, cell-based | Sphingosine 1-phosphate receptor 4 (Homo sapiens), O95977 | activation, % at 4.98 µM | S1P4-expressing cell line, agonist reporter assay | 0.35% of 220,000 active; in the data active = activation above about 11%;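 also: 0% = DMSO vehicle and 100% = reference agonist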
# MDM2 E3 inh: MDM2-luciferase reporter signal enhancers, primary screen, MDM2 E3 ligase inhibitor project, cell-based, luminescence, 1536-well; cell-based MDM2 ubiquitination luciferase reporter, 2 h; 0 = plate control, 100 = twice control, blank-subtracted; signal enhancement, % at 5 µM; 0.11% of 210,000 active; AID 1230, 2008;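 active = signal enhancement of 30% or more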;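 also: luminescence tracks abundance of the self-degrading MDM2-luciferase fusion protein; higher signal means inhibition of MDM2 E3 ligase activity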
#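 system = mammalian cells stably expressing self-ubiquitinating, self-degrading MDM2 E3–luciferase fusion | quantity = 2000 cells per well seeded | incubation = 4 h cell settling then 2 h compound exposure, 37 °C | signal = SteadyLite luminescence, 15 min reagent step | benchmarks = plate control and blank wells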
# NPY-Y2 PAM-ag: NPY-Y2 potentiators or agonists, primary screen, cell-based | cells expressing NPY-Y2, potentiator/agonist read-out | activation, % at 3.6 µM | 0.45% of 220,000 active | AID 1359, 2008; in the data active = activation above about 27%;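 also: cells stimulated with NPY near EC25 plus isoproterenol at EC100; 0% = vehicle plus submaximal agonist and 100% = vehicle plus saturating agonist; some results beyond the cut were filed as inactive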
# Target sequence (P49146 whole entry, looked up): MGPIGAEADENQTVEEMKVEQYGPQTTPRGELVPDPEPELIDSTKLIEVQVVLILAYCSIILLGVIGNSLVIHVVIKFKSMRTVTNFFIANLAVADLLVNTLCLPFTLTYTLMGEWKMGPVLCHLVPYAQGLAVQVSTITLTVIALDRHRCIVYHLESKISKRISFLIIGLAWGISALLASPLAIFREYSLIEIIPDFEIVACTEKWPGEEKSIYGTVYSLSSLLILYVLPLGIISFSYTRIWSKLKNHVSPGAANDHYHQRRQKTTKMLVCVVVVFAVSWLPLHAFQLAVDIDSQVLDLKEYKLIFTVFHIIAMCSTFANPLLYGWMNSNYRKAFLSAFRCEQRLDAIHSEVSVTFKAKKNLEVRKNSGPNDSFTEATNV
# Numbers without * were called inactive; nt = no result given; [ ] = another dose, or the depositor's remark.
SMILES,eIF4E 4G PPI,Ba/F3 V617F tox,Wee1 stabilizer,BaF3 tox,S1P4 antagonist,PERK inh,S1P4 agonist,MDM2 E3 inh,NPY-Y2 PAM-ag
COc1cc(-c2nc3ccccn3c2/N=C/c2ccc(F)cc2)ccc1O,-5,-3,3,2,-6,0.7,-0.8,nt,-10
Cc1ccc(Sc2c(C#N)c(-c3ccccc3)nn2C)cc1,1[fluorescence artefact?],1,-1,5,-10,0.3,1.0,-10,-13
N#Cc1c(NC(=O)CSc2nnnn2C2CCCCC2)sc2c1CCCC2,0,-4,3,1,-12,2.8,3.5,-11,1
COc1ccc(CCN=C(N)NS(=O)(=O)c2ccc(C)cc2)cc1OC,2,2,2,0,-1,-0.1,0.5,-11,-1
CCOC(=O)CNC(=S)N(Cc1cccs1)C1CCCCC1,3,4,-1,9,-21,-0.5,0.2,-14,2
CCOC(=O)CNc1c(-c2ccc(F)cc2)nc2cnccn12,nt,0,1,6,-3,-0.3,2.2,-1,4
CC(=O)Nc1ccc(NS(=O)(=O)C(F)(F)F)cc1,0[fluorescence artefact?],0,-2,1,-22,0.8,0.4,-13,10
O=C(O)CCN1C(=O)c2ccc(NC(=O)C(c3ccccc3)c3ccccc3)cc2C1=O,71*,-4,-2,5,9,0.9,0.2,1,-4
Cc1ccc(NC(=O)CN2C(=O)C3CC=CCC3C2=O)cc1S(=O)(=O)N1CCOCC1 (centres undefined),3,-3,0,1,0,-0.3,-3.0,-5,-3
CN(C)/C(CN1CCN(C=O)CC1)=C1\N=C(c2ccccc2)OC1=O,11,-2,2,9,-9,0.0,2.6,-9,-7
Cc1ccccc1CSc1nnc(CCCCCNC(=O)OC(C)(C)C)o1,3,-3,15*,-1,15,-0.9,1.0,-5,-5
COc1ccc(CCNC(=O)CCn2c(=O)c3ccccc3n(CC(=O)NCC3CCCO3)c2=O)cc1OC (centres undefined),3,2,2,4,-5,0.7,0.7,-37,0
CCOC(=O)CSc1nc2c(c(=O)n(Cc3ccccc3Cl)c(=O)n2C)n1C,7,-1,4,3,6,1.2,1.4,-30,-12
CC(=O)NC(O)C(=O)c1ccccc1 (centres undefined),-1[fluorescence artefact?],-4,-1,-1,-2,0.7,-1.9,-18,6
Cc1ccccc1NC(=O)/C=C/c1cccc(C(F)(F)F)c1,4,0,-2,8,25,1.3,-0.6,-1,-5
O=C(Oc1ccc(-c2nnco2)cc1)N1CCOCC1,1,-5,-2,0,11,2.5,-2.2,-13,5
COc1cc(NC(=O)c2cccc(Cl)c2)c(OC)cc1NC(=O)CN1CCOCC1,2,0,-1,8,-8,-0.8,0.8,-5,0
COc1ccc(-c2csc(NNC3=NCCCCC3)n2)cc1,-2,1,-1,4,7,0.4,4.8,-3,9
Cc1nn(-c2ccccc2)cc1/C=N/NC(N)=S,1,-1,0,-3,12,1.8,-0.7,-18,-2
O=C(CSc1nc2ccccc2c(=O)n1Cc1ccc(F)cc1)NCc1cccs1,1[fluorescence artefact?],-2,4,4,-17,0.5,0.5,13,17
COc1cc(NC(=O)CC2NCCNC2=O)cc(OC)c1 (centres undefined),-3[fluorescence artefact?],0,-2,5,-9,0.9,0.5,-27,-11
O=[N+]([O-])c1cc2c(c(CSc3nnnn3-c3ccc(O)cc3)c1)OCOC2,3,2,-2,6,-18,-0.4,0.9,-5,10
C=C(C)c1nc2cc(OC)c(OC)cc2c(=O)o1,-3,0,0,3,-8,-0.3,-1.8,-7,-1
CC(C)c1nc(SCc2ccccn2)c2c(=O)n(C)c(=O)n(C)c2n1,-1,0,3,0,-26,-0.1,-1.4,-18,-8
O=C(O)C1CSC(c2ccncc2)N1 (centres undefined),2,-1,-2,-2,-9,0.7,-1.1,4,0
# (list continues)
SMILES,eIF4E 4G PPI,Ba/F3 V617F tox,Wee1 stabilizer,BaF3 tox,S1P4 antagonist,PERK inh,S1P4 agonist,MDM2 E3 inh,NPY-Y2 PAM-ag
CCCC(NS(=O)(=O)c1ccc(OC)cc1)C(=O)O (centres undefined),3,-2,2,-3,-5,0.5,1.7,14,-10
COc1cccc(-n2c(SCC(=O)N3c4ccccc4CC3C)nnc2-c2ccco2)c1 (centres undefined),9,2,-1,5,5,-1.7,-1.0,-3,-3
CC(C)CC(=O)NC(=S)Nc1ccc(S(=O)(=O)NC(C)(C)C)cc1,7[fluorescence artefact?],-2,0,5,-2,0.6,0.4,-15,6
Cc1ccc(S(=O)(=O)NCCCNC(=O)N2CCOCC2)cc1,4,1,7,4,-10,1.8,-0.8,1,1
Cc1occc1C(=O)Nc1cc(=O)n(C)c(=O)n1C,2,-3,-2,1,-9,1.1,1.7,-5,5
COC(=O)C1=C(C(=O)OC)C(c2ccccc2O)c2sc(=O)[nH]c2S1 (centres undefined),-1[fluorescence artefact?],-4,0,0,-15,0.8,-1.3,-8,9
COc1ccc(NC(=O)COC(=O)CCNS(=O)(=O)c2ccc(Cl)cc2)cc1,-12,-5,3,-3,-19,1.1,1.2,nt,7
CCOc1ccc(Cn2ccnc2)cc1[N+](=O)[O-],3,5,16*,11,-9,0.5,0.6,-31,-5
O=C(Cn1[nH]c(=O)c2ccccc2c1=O)NC1CCN(Cc2ccccc2)CC1,0[fluorescence artefact?],2,-2,5,-1,0.4,-1.7,-29,3
COc1ccc(-n2c(CN3CCC(C(N)=O)CC3)nc3ccc([N+](=O)[O-])cc3c2=O)c(OC)c1,6,-1,-2,6,-15,0.5,0.2,-1,-6
Cn1c(C(=O)N2CCN(c3nc4ccccc4s3)CC2)cc2sccc21,-2,0,-1,3,3,-0.3,-3.0,-18,-1
COc1ccc(Nc2nnc(SCC(=O)N3CC(=O)Nc4ccccc43)s2)cc1,0,-1,0,-1,-15,0.6,-3.1,-12,-6
Cc1nnc(SCC(=O)N2CCN(S(=O)(=O)c3ccc(Cl)cc3)CC2)[nH]c1=O,-6,0,-2,2,8,1.3,1.1,-2,-15
COc1ccc(NC(=O)c2cc3c(=O)n(C)c4ccccc4c3s2)cc1OC,10,0,-1,6,-25,1.2,0.1,-5,-5
O=C(c1ccccc1)N1CCN(c2ccc([N+](=O)[O-])c(N3CCOCC3)c2)CC1,12,-1,-5,2,-6,0.1,0.0,10,4
CCCCNC(=O)c1onc(CSc2ccccc2C)c1C(=O)O,9[fluorescence artefact?],0,4,3,6,1.2,-1.7,-17,-38
C=CCN1C(=Nc2cccnc2)SCC1(O)c1ccc(C)cc1 (centres undefined),4,10,-2,33*,-1,-1.3,0.3,-10,31
COc1cc(NC(=O)c2ccccc2-c2ccccc2)cc(OC)c1,19,-1,1,4,-15,0.5,-0.7,7,0
Cc1cc(C)cc(NC(=O)Cn2c(=O)oc3cc(S(=O)(=O)N4CCC(C)CC4)ccc32)c1,4,-4,-1,4,8,1.1,-1.9,-6,1
O=C(O)c1ccc(NC(=O)C2CC=CCC2C(=O)O)cc1 (centres undefined),-9,-1,-1,-2,-2,0.6,-0.2,-28,2
O=C(O)CN(c1ccccc1F)S(=O)(=O)c1ccccc1,nt,5,0,10,-12,0.8,2.5,-13,-2
CCOn1c(=O)c(=O)n(OCc2ccccc2)c2ccccc21,8,-1,-2,0,-6,-0.8,-1.5,-8,2
CCc1ccc(C2c3[nH]c4ccccc4c3CCN2C(=O)c2cc(C)nn2C)cc1 (centres undefined),5,-6,0,-1,-14,0.2,-2.4,-11,9
COc1ccc(C(=O)c2coc3c2C(=O)C(=O)c2ccccc2-3)cc1,9,-6,0,1,2,1.1,2.2,0,-36
Cn1cc([N+](=O)[O-])c(C(=O)Nc2cc(Oc3ccccc3)cc([N+](=O)[O-])c2)n1,13,26*,1,2,37*,-0.8,0.4,13,4
# (more compounds)
SMILES,eIF4E 4G PPI,Ba/F3 V617F tox,Wee1 stabilizer,BaF3 tox,S1P4 antagonist,PERK inh,S1P4 agonist,MDM2 E3 inh,NPY-Y2 PAM-ag
COc1ccc(N(C(=O)CCl)C(C(=O)NCCc2ccccc2)c2cccs2)cc1 (centres undefined),2[fluorescence artefact?],102*,3,30*,30*,-1.5,0.4,-14,35*
O=C(Nc1ccc2c(c1)C(=O)N(CC1CCCO1)C2=O)c1cccc(Br)c1 (centres undefined),-1[fluorescence artefact?],1,-1,7,-1,-2.3,2.6,2,-1
COc1cccc(-c2nnc(SCC(=O)OC(C)C)n2Cc2ccco2)c1,3,1,0,1,-7,-1.4,-0.6,4,-16
CN(Cc1ccccc1)C(=O)COC(=O)/C=C/c1ccco1,48*,3,-2,6,6,0.0,1.0,-6,-4
CCOC(=O)C1(CC2CCCCO2)CCN(S(=O)(=O)c2ccc(OC)cc2)CC1 (centres undefined),2,-3,-2,-1,-14,-0.9,1.2,-8,-2
Cc1ccc(CSCC(=O)N/N=C/c2ccc(OCC(=O)Nc3ccc(C)cc3)cc2)cc1,1[fluorescence artefact?],-1,0,4,-31,0.5,1.1,-2,-9
CC1(C)OC(=O)C(=CNC(CO)C(=O)O)C(=O)O1 (centres undefined),1,3,-1,9,-4,0.7,-1.1,-9,-11
O=C(CCc1nc2ccccc2c(=O)[nH]1)Nc1ccc(N2CCCCC2)cc1,4,-2,11*,6,-24,0.3,0.2,-7,4
CCCCCn1c(C)c2c(OCC)cccc(=O)c2c1C,5,3,-1,0,14,-1.9,1.1,-13,10
O=C(CSc1nnnn1-c1cccc(F)c1)Nc1nc2ccccc2s1,1,-3,-2,3,-7,0.7,0.1,8,5
Cc1nn(CCOc2cccc(Br)c2)c(C)c1[N+](=O)[O-],6,2,1,3,-20,0.0,0.4,-20,9
COc1cccc(-c2cc(C(=O)NCc3ccco3)no2)c1,-2,2,0,3,0,1.2,3.9,-20,1
COc1ccc(/C([O-])=C(/C(=S)Nc2ccc(C)c(C)c2)n2c[n+](C)c3ccccc32)cc1OC,-2,2,-3,7,-4,0.7,0.0,3,-1
O=[N+]([O-])c1ccccc1/C=N/n1c(-c2cccnc2)n[nH]c1=S,0,-1,2,4,-5,0.4,0.0,-28,10
Cc1ccc(-c2ccc(S(=O)(=O)N3CCN(C)CC3)cc2)cc1,-3,-4,-2,6,-15,-0.2,-0.6,-3,-10
CCCCCCN1CC(O)=C(c2ccccc2)C1=N,-1[fluorescence artefact?],-4,0,7,-7,-0.1,-5.5,-14,-4
Cc1ccc(/C(N)=N/OC(=O)c2cc(-c3ccccc3)nc3ccccc23)cc1,-6,-2,2,1,3,1.3,1.3,-13,2
